Tb PYK inh = blocks Trypanosoma brucei pyruvate kinase; Potency, µM (doses to about 76.8 µM), without a hit: top-dose activity, negative = inhibition, most hits filed as inhibitors; hit rate 0.12% among 410,000; TbPYK enzyme, Kinase-Glo Plus ATP luminescence, 45 min; Q57TT1; active = well fitted inhibition curve with a large enough effect; also: nearly all actives have a fitted effect of over 50% in size
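Screened from lowest to highest concentration, compounds were pinned into TbPYK/substrate mixtures, and ADP (130 uM final) was added. Plates sat at room temperature for 45 min prior to Kinase-Glo Plus detection by luminescence.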
An asterisk follows results filed as active. % is scaled to controls: 0 for no effect and ±100 for the full control effect; potency is read from the fitted curve at half-maximal effect.

SMILES | Tb PYK inh
O=C(NCc1ccccc1)c1cc(C2CCCN(S(=O)(=O)c3cccc4cccnc34)C2)on1 (stereo unspecified) | -4%
COc1ccc(-c2cc(NC=O)c3ncc(-c4cccc(C(F)(F)F)c4)n3c2)cc1OC | -2%
CN(C(=O)CCN1C(=O)/C(=C/c2ccc(F)cc2)SC1=S)C1CCS(=O)(=O)C1 (stereo unspecified) | -12%
CCOC(=O)[C@]12CCC=C1N(Cc1ccc3c(c1)OCO3)C(=O)[C@H](CC(=O)NCc1ccc(OC)c(OC)c1)C2 | -2%
CN(C)CCNc1ncnc2c1ncn2[C@H]1CN(Cc2ccncc2)C[C@@H](CO)O1 | 3%
CC1=C(C(=O)N2CCCCCC2)CC(CC(=O)NCCc2ccccn2)C(=O)N1Cc1ccc(F)cc1 (stereo unspecified) | -2%
O=C(Nc1cccc(Oc2ccccc2)c1)C1Cc2c(-c3ccco3)ccnc2O1 (stereo unspecified) | 3%
CCN(CC)C(=O)C1=C(C)N(Cc2ccc(C(C)(C)C)cc2)C(=O)C(CC(=O)NCCN2CCOCC2)C1 (stereo unspecified) | 2%
COc1ccc(Cl)cc1C(=O)NC1CC(C)(C)NC(C)(C)C1 | -9%
Cc1cc(/C=C(\C#N)C(=O)NCc2ccccc2)c(C)[nH]1 | -4%
Cc1cnc(C(=O)N(c2ccc(N3CCOCC3)cc2)C2C(=O)Nc3ccccc3N=C2c2ccc3c(c2)OCO3)cn1 (stereo unspecified) | -6%
O=S1(=O)CC(N2CC=CC2)CN1C1CCCCC1 (stereo unspecified) | -1%
CC1CN(C(=O)COC(=O)c2cc(=O)[nH]c3ccccc23)CC(C)O1 (stereo unspecified) | 7%
COc1ccc2nc3n(c(=O)c2c1)-c1ncccc1C(=O)NC3CC(C)C (stereo unspecified) | 6%
CCN(CC)CCC12CC(C)OC1=Nc1ccccc1NC2=O (stereo unspecified) | -9%
COc1ccc(OC)c(S(=O)(=O)NC(=O)C2(C)CCN2C(=O)Cc2ccccc2)c1 (stereo unspecified) | 2%
COc1cc(OC)cc(C2=Cc3ccc(OC)cc3C(CC(C)=O)N2c2ccc(C#CCCO)cc2)c1 (stereo unspecified) | 0%
Cc1ccc(S(=O)(=O)n2cccc2/C=C/[N+](=O)[O-])cc1 | -28%
CCCS(=O)(=O)NC(=O)C1(C)CCCN(C(=O)c2c(OC)cccc2OC)C1 (stereo unspecified) | 4%
CC=CC(C)=CC(C)C(=O)CC(O)CC1CC(=O)NC(=O)C1 (stereo unspecified) | 2%
CC(C)(C)OC(=O)N1C(=O)[C@](OC(=O)c2ccccc2)(c2ccc(F)cc2)c2ccccc21 | 3%
c1coc(-c2ccc3nncn3c2)c1 | -16%
CCCCn1nnnc1C(c1cc2ccccc2o1)N1CCN(CCN(C)C)CC1 (stereo unspecified) | -1%
COc1ccccc1CNc1cccc(C)n1 | -2%
O=C(NC1CCCCC1)C(c1cc2ccccc2o1)N1CCOCC1 (stereo unspecified) | -1%

A section from further up, for reference:
SMILES | Tb PYK inh
Cc1cc(/C=C(\C#N)C(=O)NCc2ccccc2)c(C)[nH]1 | -4%
Cc1cnc(C(=O)N(c2ccc(N3CCOCC3)cc2)C2C(=O)Nc3ccccc3N=C2c2ccc3c(c2)OCO3)cn1 (stereo unspecified) | -6%
O=S1(=O)CC(N2CC=CC2)CN1C1CCCCC1 (stereo unspecified) | -1%
CC1CN(C(=O)COC(=O)c2cc(=O)[nH]c3ccccc23)CC(C)O1 (stereo unspecified) | 7%
COc1ccc2nc3n(c(=O)c2c1)-c1ncccc1C(=O)NC3CC(C)C (stereo unspecified) | 6%
CCN(CC)CCC12CC(C)OC1=Nc1ccccc1NC2=O (stereo unspecified) | -9%

Next records.
SMILES | Tb PYK inh
O=C(CCl)c1ccc(Cl)cc1Cl | 0%
CC(C)(C)c1ccc(CC(=O)N2CCC2(C)C(=O)NCc2ccc(Cl)cc2)cc1 (stereo unspecified) | 6%
COc1cccc2c(=O)c3c(oc12)CCCC3 | 1%
NC(=O)c1cccc(-c2ccnc3c2CC(C(=O)NCC2CC2)O3)c1 (stereo unspecified) | -9%
CS(=O)(=O)Nc1cccc(NC(=O)c2cccc3c(-c4ccc(F)c(F)c4)coc23)c1 | 2%
O=C(Nc1ccccc1)N1CC2(CCN(C(=O)c3cc(C(F)(F)F)cc(C(F)(F)F)c3)CC2)C1 | 3%
O=S1(=O)N[C@@H](Cc2ccccc2)COc2cccc(N3CCN(Cc4ccccc4F)CC3)c21 | -3%
COC(=O)c1ccc2nc(-c3ccc(C)cc3)c(Cc3cccc(F)c3)n2c1 | -1%
COC(=O)c1cc(N/C(N)=N/c2nc(C)cc(C)n2)cc(C(=O)OC)c1 | 0%
CC(=O)OC1C=CN(C(C)=O)C(SC(C)(C)C)C1(C)O (stereo unspecified) | -2%
C#Cc1cccc(C(=O)N(Cc2cccnc2)CC2CCCN(C3CCCCC3)C2)c1 (stereo unspecified) | 2%
CC(=O)c1cccc(-c2ccnc3c2CC(C(=O)NC(C)C)O3)c1 (stereo unspecified) | -4%
Cc1ccnc(SC2CC(=O)N(c3ccccc3)C2=O)n1 (stereo unspecified) | -5%
CC(N)c1csc(NC(=O)c2cc(C(C)(C)C)nn2Cc2ccccc2)n1 (stereo unspecified) | -1%
CCCS(=O)(=O)NC(=O)C1(C)CCCN(C(=O)c2ccccc2)C1 (stereo unspecified) | 2%
COc1ccccc1N1CCN(C(=S)NC(=O)c2ccc([N+](=O)[O-])cc2)CC1 | -21%
COC(=O)[C@@]1(Sc2ccc(C)cc2)CC(=O)N[C@@H]1c1ccc(C(F)(F)F)cc1 | 1%
CC(C)(C)OC(=O)CN(Cc1ccc(Cl)cc1)Cc1ccc([N+](=O)[O-])s1 | 1%
C[C@H](CO)N1C[C@H](C)[C@H](CN(C)Cc2ccncc2)Oc2ncc(Br)cc2C1=O | -1%
COc1cccc(-c2cccc(-c3nc(C(=O)NCCCN4CCOCC4)cc4c3[C@H](CCO)N(S(=O)C(C)(C)C)C4)c2)c1 (stereo partly specified) | -1%
COC(=O)Cc1ccc(OC2(C)CCN(Cc3ccccc3)C2)cc1 (stereo unspecified) | 1%
O=C(Nc1ccccc1)N1CC[C@@]2(CCCN(C(=O)c3cnccn3)C2)C1 | 6%
COC(=O)CCCC[C@@H]1O[C@H](CCc2ccccc2)Cc2[nH]c(=S)[nH]c(=O)c21 | -8%
Cc1cnc(C=O)c2cccc([N+](=O)[O-])c12 | 2%
CCCCNC(=O)C1(C)CCN1C(=O)c1cccnc1Oc1ccccc1 (stereo unspecified) | 4%

Next results
SMILES | Tb PYK inh
Cc1ccc(-c2nc3ccc(Cl)cn3c2Cc2cccc(F)c2)cc1 | -2%
CCN(CC)C(=O)C1=C(C)N(CCC2=CCCCC2)C(=O)C(CC(=O)NC(c2ccccc2)c2ccccc2)C1 (stereo unspecified) | 4%
CCCCn1nnnc1C(c1cc2ccccc2o1)N(Cc1ccccc1)Cc1ccccc1 (stereo unspecified) | 2%
CC(=O)Nc1cncc(-c2cccc(S(C)(=O)=O)c2)n1 | -1%
CC1(C(=O)O)CCCN(C(=O)c2ccc3c(c2)C(C)(C)CCC3(C)C)C1 (stereo unspecified) | -3%
COCC(=O)N(C)C[C@H]1Oc2cc(Br)ccc2S(=O)(=O)N([C@H](C)CO)C[C@H]1C | 9%
CCCCC/C=C/C/C=C/CCCCCCCC(=O)NC(C)c1ccccc1 (stereo unspecified) | -2%
COc1ccc(OC(=O)N(C)C[C@@H]2OCc3cnnn3CCCC(=O)N([C@H](C)CO)C[C@@H]2C)cc1 | 5%
CC1Cc2ccccc2N1C(=O)Cn1cc(C(F)(F)F)ccc1=O (stereo unspecified) | -9%
CCOC(=O)C(=O)N(C)c1c(CC)nc2c(OCc3ccccc3)cccn12 | 1%
CC(C)(CN1CCCN(CC(C)(C)C(=O)O)C1=O)C(=O)O | -9%
C[C@@H]1CN([C@@H](C)CO)S(=O)(=O)c2ccc(Br)cc2O[C@H]1CN(C)C(=O)c1cccc(F)c1 | 3%
CN(C)CCN1CCN(C(c2cc3ccccc3o2)c2nnnn2C(C)(C)C)CC1 (stereo unspecified) | -5%
CC(C)c1ccc(NC(=O)CN(C)C2=NS(=O)(=O)c3ccccc32)cc1 | 4%
C(=C\c1ccc2nncn2c1)/c1ccccc1 | 1%
C[C@@H]1CN([C@H](C)CO)C(=O)CCCn2nncc2CO[C@@H]1CN(C)S(=O)(=O)c1ccc(Oc2ccccc2)cc1 | 3%
Cc1ccc(C(=O)NCc2ccc3c(c2)OCO3)c(Cl)c1 | -8%
CCCCCCCCN1C(=O)[C@H](CC(=O)NCC2CCCCC2)C[C@@]2(C(=O)OCC)CCCC=C12 | -11%
C[C@@H]1CN([C@H](C)CO)C(=O)CCCn2cc(nn2)CO[C@H]1CN(C)C(=O)c1ccc2ccn(C)c2c1 | -4%
Cc1noc(C)c1CCC(=O)Nc1cc(Cl)ccc1C(=O)O | 2%
O=C(Nc1cccc(C(F)(F)F)c1)C1Cc2c(-c3cccc(F)c3)ccnc2O1 (stereo unspecified) | 3%
c1ccc(SC23CCCCN(CCC2)[C@]32CO2)cc1 (stereo partly specified) | 6%
CC(C)c1ccc(CC(=O)N2CCC2(C)C(=O)NS(=O)(=O)c2cccc(OC(F)F)c2)cc1 (stereo unspecified) | 4%
CC1(C(=O)NS(=O)(=O)C2CC2)CCCN(C(=O)c2cccnc2Oc2ccccc2)C1 (stereo unspecified) | -7%
Nc1ncnc2c1ncn2[C@@H]1O[C@H](C(=O)N[C@H](CO)Cc2ccc(O)cc2)[C@@H](O)[C@H]1O | -2%

5 compounds drawn at random from the list so far:
SMILES | Tb PYK inh
CCCS(=O)(=O)NC(=O)C1(C)CCCN(C(=O)c2c(OC)cccc2OC)C1 (stereo unspecified) | 4%
CC(C)(CN1CCCN(CC(C)(C)C(=O)O)C1=O)C(=O)O | -9%
O=S1(=O)CC(N2CC=CC2)CN1C1CCCCC1 (stereo unspecified) | -1%
CCCS(=O)(=O)NC(=O)C1(C)CCCN(C(=O)c2ccccc2)C1 (stereo unspecified) | 2%
CC(C)(C)c1ccc(CC(=O)N2CCC2(C)C(=O)NCc2ccc(Cl)cc2)cc1 (stereo unspecified) | 6%

New compounds follow
SMILES | Tb PYK inh
O=C(Cc1ccc(Cl)cc1)N/N=C/c1ccc(O)c(O)c1 | -10%
Cc1cn(CC(=O)NCc2nc3ccccc3[nH]2)c(=O)[nH]c1=O | 0%
CC(=O)Nc1cccc(-c2ccnc3c2CC(C)(C(=O)Nc2ccc(C(C)C)cc2)O3)c1 (stereo unspecified) | -11%
O=C(O)Cc1ccc(OCCNC[C@H](O)c2ccccc2)cc1 | -3%
C[C@H](CO)N1C[C@H](C)[C@@H](CN(C)C(=O)Nc2ccnc(N3CCOCC3)c2)OCc2cnnn2CCCC1=O | 1%
O=C(Cn1sc2ccccc2c1=O)Nc1ccc(Br)cc1 | 7.9µM*
O=C(Cn1nnc(-c2ccc(F)cc2)n1)NC(=O)NC1CCCCC1 | -4%
CCCCCc1c(-c2ccc(OC)cc2)ncn1CCc1ccccc1OC | 2%
OCCN1CCN(c2ncnc3c2ncn3[C@H]2CN(Cc3cccnc3)C[C@@H](CO)O2)CC1 | 1%
CCCS(=O)(=O)NC(=O)C1(C)CCCN(C(=O)/C=C/c2ccccc2)C1 (stereo unspecified) | 3%
OCc1ccc(-c2cncc3nccn23)cc1 | 2%
Cc1ccc(F)c(S(=O)(=O)NC(=O)C2(C)CCN2C(=O)C2(c3ccc(Cl)cc3)CCC2)c1 (stereo unspecified) | 3%
CCN(CC(=O)Nc1c(F)cccc1F)C(=O)c1cccn1C | -7%
CCc1ccc(-n2c(=S)sc3c(=O)[nH]c(SCC(=O)NC4CCCCC4)nc32)cc1 | -5%
COc1c(C)cc(C(O)c2ncc(-c3ccccc3C)[nH]2)cc1C (stereo unspecified) | -5%
O=C(/C=C/[C@H]1O[C@@H](n2cnc3c(NC(=O)c4ccccc4)ncnc32)[C@H](O)[C@@H]1O)NCCCN1CCCC1=O | -4%
COc1ccc(CCN2CC(C(=O)NCCc3ncccc3C)CCC2=O)cc1 (stereo unspecified) | -2%
CC1(C(=O)NS(=O)(=O)c2ccccc2)CCN1C(=O)Cc1cccc2ccccc12 (stereo unspecified) | -3%
O=C(NCC1CC1)C1Cc2c(-c3ccccc3Oc3ccccc3)ccnc2O1 (stereo unspecified) | 0%
O=S(=O)(c1ccccc1)N1CCC2(CCN(C(c3ccccc3)c3ccccc3)CC2)CC1 | -2%
CN(C)CCN1CCN(C2CN(Cc3ccccc3)S(=O)(=O)C2)CC1 (stereo unspecified) | 3%
O=C(Nc1ccc2nc([C@H]3C[C@H](O)[C@@H](CO)O3)[nH]c2c1)NC(c1ccccc1)c1ccccc1 | 4%
O=Cc1cn(-c2ccccc2)nc1-c1cccc([N+](=O)[O-])c1 | -5%
O=c1[nH]c(=S)[nH]c2c1C(c1ccc(F)cc1)OC(C1CCCCC1)C2 (stereo unspecified) | -4%
CN1CCn2cnc(C(=O)NCc3ccccc3)c2C1=O | 6%
COc1ccccc1C(=O)N/C(=C/c1ccc(Br)cc1)C(=O)N1CCOCC1 | -2%
C[C@@H]1CN([C@@H](C)CO)C(=O)CCCn2nncc2CO[C@H]1CN(C)Cc1cccc(O)c1 | -4%
CCOC(=O)C1(C)CCCCCN1C(=O)c1ccccc1F (stereo unspecified) | 1%
C=CCNc1nc2cc(-c3cccc(Cl)c3)sc2c(=O)n1C | -8%
OC(c1ccc2c(c1)OCO2)c1ncc(-c2ccc(Cl)cc2)[nH]1 (stereo unspecified) | -9%

Screening results: PubChem, National Center for Advancing Translational Sciences (NCATS)

A portion of the library; the hit share may differ from the screen's.
